NPY-Y1 PAM-ag = potentiators or agonists of human neuropeptide Y receptor Y1 | AID 1304 | P25929 | NPY-Y1 expressing cells, potentiator/agonist activation | actives 0.37% (n = 220,000) | activation, % at 3.6 µM; in the data active means activation above about 33%, passing the limit was not always enough;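 further: cells stimulated with NPY at EC10 then isoproterenol at EC100; 0% = low agonist plus stimulus and 100% = saturating agonist plus stimulus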
Runt-SMMHC FRET = inhibitors of human RUNX1 Runt domain binding to CBFb-SMMHC; Cerulean-Runt/Venus-CBFb-SMMHC FRET ratio 530/480, 1 h; inhibition, % at 20 µM; actives 0.74% (n = 220,000); AID 1434;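 active means mean inhibition across duplicate retests at 20 µM reaching about 50%, limit read from the data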;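 further: 0% = DMSO wells and 100% = wells with excess untagged CBFb-SMMHC; inhibitors lower the FRET ratio by blocking Runt binding to CBFb-SMMHC; some results filed as inactive read as strong as hits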
Target sequence (Q01196 whole entry, looked up, the tested form may be a part): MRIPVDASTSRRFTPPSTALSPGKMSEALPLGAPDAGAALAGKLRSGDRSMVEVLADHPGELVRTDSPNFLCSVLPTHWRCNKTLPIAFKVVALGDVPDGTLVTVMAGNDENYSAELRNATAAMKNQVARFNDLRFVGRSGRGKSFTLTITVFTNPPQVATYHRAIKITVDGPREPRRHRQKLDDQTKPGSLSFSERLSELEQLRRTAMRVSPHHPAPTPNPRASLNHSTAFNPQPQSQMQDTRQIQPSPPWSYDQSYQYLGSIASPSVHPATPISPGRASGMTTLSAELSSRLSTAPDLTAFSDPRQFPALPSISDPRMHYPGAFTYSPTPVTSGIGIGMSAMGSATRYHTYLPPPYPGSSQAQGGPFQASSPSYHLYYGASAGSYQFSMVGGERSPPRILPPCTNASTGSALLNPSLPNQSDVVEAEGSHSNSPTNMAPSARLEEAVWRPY
Target sequence (Q13951 whole entry, looked up, the tested form may be a part): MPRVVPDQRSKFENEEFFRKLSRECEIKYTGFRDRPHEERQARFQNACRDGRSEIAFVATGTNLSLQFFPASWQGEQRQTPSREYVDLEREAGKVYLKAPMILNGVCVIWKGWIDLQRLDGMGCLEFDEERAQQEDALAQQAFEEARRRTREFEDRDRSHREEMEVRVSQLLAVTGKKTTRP
RBBP9 inhibitor = blocks human serine hydrolase RBBP9; AID 1515; recombinant RBBP9, FP-Rh probe fluorescence polarization; actives 0.2% (n = 220,000); inhibition, % at 7.94 µM;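 active means inhibition above the campaign mean of all tested compounds plus 3 SD, cut at about 14% in these data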;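 further: plate controls were DMSO wells with RBBP9 for no effect and wells lacking RBBP9 protein for full effect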
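Measured by: FP readout at 525/598 nm; material: recombinant human RBBP9; also added: Serine-hydrolase probe FP-Rh, 375 nM pre-mixing; medium: Tris buffer pH 8.0, NaCl, Pluronic; replication: one well per compound; doses: one concentration, 7.94 µM nominal, 0.794% DMSO; timing: preincubation 30 min plus labeling 45 min at 25 °C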
MDM2 E3 inh = blocks human Mdm2 ubiquitin ligase activity; Q00987; cell-based MDM2 ubiquitination luciferase reporter, 2 h; 0 = plate control, 100 = twice control, blank-subtracted; signal enhancement, % at 5 µM; actives 0.11% (n = 210,000); AID 1230;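 active means signal enhancement of 30% or more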;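 further: luminescence tracks abundance of the self-degrading MDM2-luciferase fusion protein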
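system = mammalian cells stably expressing self-ubiquitinating, self-degrading MDM2 E3–luciferase fusion | quantity = 2000 cells per well seeded | incubation = 4 h cell settling then 2 h compound exposure, 37 °C | signal = SteadyLite luminescence, 15 min reagent step | benchmarks = plate control and blank wells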
NPY-Y2 PAM-ag = human NPY-Y2 potentiation or agonism, primary screen; P49146; actives 0.45% (n = 220,000); cells expressing NPY-Y2, potentiator/agonist read-out; activation, % at 3.6 µM; in the data active means activation above about 27%;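 further: cells stimulated with NPY near EC25 plus isoproterenol at EC100; 0% = vehicle plus submaximal agonist and 100% = vehicle plus saturating agonist; some results beyond the cut were filed as inactive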
Target sequence (P49146 whole entry, looked up): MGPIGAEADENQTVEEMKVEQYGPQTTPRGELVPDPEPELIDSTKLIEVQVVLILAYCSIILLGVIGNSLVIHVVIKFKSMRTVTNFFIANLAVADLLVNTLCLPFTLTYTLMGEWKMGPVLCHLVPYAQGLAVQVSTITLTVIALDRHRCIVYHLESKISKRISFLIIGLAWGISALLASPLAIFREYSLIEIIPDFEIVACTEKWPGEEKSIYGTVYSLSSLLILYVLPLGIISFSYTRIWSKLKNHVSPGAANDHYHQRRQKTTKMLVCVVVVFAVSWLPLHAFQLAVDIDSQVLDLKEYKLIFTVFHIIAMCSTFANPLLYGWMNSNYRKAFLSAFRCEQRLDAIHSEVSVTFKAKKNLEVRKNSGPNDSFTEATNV
Hck-Nef inh = inhibitors of human Hck kinase activated by Nef; inhibition, % at 20 µM; actives 0.68% (n = 220,000); Recombinant Hck-YEEI plus Nef, Z-Lyte FRET kinase assay; AID 463187; P08631;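 active means Hck-Nef kinase inhibition above about 50%, limit read from the data; inactive means inhibition below that limit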;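 further: 0% = DMSO with Hck plus Nef and 100% = Hck alone without Nef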
p97 inhibitor = blocks human p97 ATPase activity; recombinant p97 ATPase, Kinase-Glo ATP luminescence, 3 h; inhibition, % at 8 µM; actives 0.42% (n = 220,000); AID 1481; in the data active means inhibition above about 15%;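 further: 0% = DMSO vehicle and 100% = wells lacking enzyme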
NPY-Y1 antag = blocks the human neuropeptide Y Y1 receptor. HEK293-CNG Y1 cells, membrane potential fluorescence; NPY at EC95, then isoproterenol. inhibition, % at 3.6 µM. actives 1% (n = 200,000). AID 1040;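 active means inhibition above the campaign mean inhibition of all tested compounds plus 3 SD, cut at about 20% in these data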;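 further: 0% = DMSO wells given NPY plus isoproterenol and 100% = isoproterenol alone without NPY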
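Material: HEK293 cells co-expressing NPY Y1 receptor and cyclic-nucleotide gated channel. Timing: compound incubation 1 h at room temperature, readout 45 min post-stimulation. Signal: fluorescence, membrane potential probe.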
Runt-CBFb FRET = Runt domain-CBFb interaction inhibition; Q01196+Q13951; Cerulean-Runt/Venus-CBFb FRET ratio 530/480, 1 h; inhibition, % at 20 µM; actives 0.46% (n = 220,000); AID 1496;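 active means inhibition over about 50% at 20 µM in the single-dose screen, limit read from the data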;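 further: 0% = DMSO wells and 100% = excess unlabeled CBFb competitor control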
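test system = Cerulean-Runt domain fusion protein, energy donor | probe or stimulus = Venus-CBFb binding partner, 100 nM | incubation = two 1 h room-temperature incubations shielded from light | detection = fluorescence energy transfer, 422 nm excitation, 530/480 nm emission | measure = loss of energy transfer signal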
* marks the source's active call; other numbers are inactive results; / = no result given. Compounds were not picked by outcome; about 3.5% have a hit in one of these screens.

Sequence of screens – NPY-Y1 PAM-ag | Runt-SMMHC FRET | RBBP9 inhibitor | MDM2 E3 inh | NPY-Y2 PAM-ag | Hck-Nef inh | p97 inhibitor | NPY-Y1 antag | Runt-CBFb FRET
- CC(C)C1CC(CCNCc2ccc3c(c2)OCO3)(c2ccccc2)CCO1 (stereo unspecified)
 : -11 | -2 | -6 | -9 | -19 | 18 | -2 | / | -1
- CCC1=NN(C(=O)c2ccc(C)cc2)C(O)(c2ccc(Br)cc2)C1 (stereo unspecified)
 : 3 | -2 | -2 | -17 | -19 | 1 | 1 | 2 | -1
- COCCSc1ccccc1C(=O)Nc1nccs1
 : -5 | 1 | -4 | -5 | 13 | 1 | 1 | -1 | 1
- CCCCn1c(NC(=O)CC)c(C#N)c2nc3ccccc3nc21
 : -8 | 11 | 0 | -6 | -4 | 23 | 5 | 8 | 4
- CCCCN(CC)Cc1ccc(CNC(=S)Nc2ccccc2F)o1
 : 3 | -1 | -4 | / | -1 | 7 | 1 | 10 | 2
- N#CCC(=O)Nc1ncc(Cc2ccccc2Cl)s1
 : 6 | 3 | -5 | -1 | -1 | -3 | 3 | 3 | 0
- O=C1CC(c2cccc(F)c2)SC(N(c2ccccc2)c2ccccc2)=N1 (stereo unspecified)
 : 12 | 2 | 2 | -7 | 8 | 2 | 2 | -1 | -2
- Cc1c(OCc2nn[nH]n2)ccc2c3c(c(=O)oc12)CCC(C)C3 (stereo unspecified)
 : 11 | 12 | -10 | -16 | 10 | 1 | 4 | 0 | 3
- CCN(CC)c1ccc(N2C(=O)/C(=C\c3cccs3)SC2=S)cc1
 : -27 | 2 | -11 | -2 | -8 | -2 | -4 | 8 | 1
- O=c1c2ccccc2ncn1CCOCCOc1ccc([N+](=O)[O-])cc1
 : -1 | 1 | -15 | -22 | -10 | -24 | -6 | -3 | 2
- Nc1nonc1-n1nnc(C(=O)N/N=C/c2cccc(Cl)c2)c1CSc1ccccc1
 : -9 | 1 | -2 | -14 | -13 | 21 | 2 | / | 0
- CCOC(CCn1c(SCc2cccc([N+](=O)[O-])c2)nc2ccccc2c1=O)OCC
 : -3 | 3 | -5 | -8 | -4 | 3 | -3 | 18 | -4
- COCCCNC(=O)c1ccc(N(C)S(C)(=O)=O)cc1
 : 0 | -2 | 0 | 1 | -1 | 2 | 2 | -1 | 0
- CN(CCCN1CCOCC1)Cc1nc(-c2ccccc2)no1
 : 20 | 3 | -2 | -6 | 0 | 19 | 7 | 3 | 0
- CC(=O)Nc1ccc(NC(=O)CCn2nnc3ccccc32)cc1
 : 9 | -9 | -2 | -5 | 5 | 14 | 5 | -4 | 2
- O=C(N/N=C/c1cc2ccccc2nc1Cl)/C(=C/c1cccs1)NC(=O)c1ccccc1
 : -41 | -3 | -31 | -1 | -25 | 20 | 7 | 3 | -2
- COc1ccccc1C1CCCN1Cc1nc(-c2ccc(C)s2)oc1C (stereo unspecified)
 : -2 | 0 | 3 | -4 | -1 | 16 | 4 | 7 | 0
- CC(=O)c1ccc(S(=O)(=O)Nc2cc3c(cc2C(C)=O)OCO3)cc1
 : 9 | 2 | 1 | -7 | 9 | 22 | 1 | 1 | 5
- Cc1cc(C)n2nc(S(=O)(=O)NC(C)(C)C)nc2n1
 : 10 | 0 | -12 | -7 | 8 | -7 | 0 | -1 | 0
- COc1ccc(C2C3CCCCC3(O)CCN2C(=O)c2cccs2)cc1 (stereo unspecified)
 : 9 | 2 | -6 | -5 | -5 | -1 | -4 | 1 | 3
- Cn1c(N)c(C(=O)COC(=O)C2CC(=O)N(Cc3ccccc3)C2)c(=O)n(C)c1=O (stereo unspecified)
 : 15 | -4 | 3 | 0 | -24 | 1 | 2 | 1 | 0
- Cc1nc(-c2ccncc2)sc1C(=O)Nc1ccc(Cl)cc1
 : 5 | -1 | -3 | -15 | -8 | -13 | 0 | 2 | -2
- Brc1cccc(-c2cnc3n2CCCCC3)c1
 : -6 | -4 | -2 | 2 | 21 | -1 | -6 | 7 | 3
- Clc1ccc(-c2cnn3c(-c4ccncc4)ccnc23)cc1
 : 3 | -1 | -11 | -40 | -2 | 17 | 1 | -4 | 0
- CCn1c(-c2c[nH]c3ccccc23)n[nH]c1=S
 : -21 | 2 | -7 | -12 | -4 | 1 | 4 | 4 | 3
- O=C(COc1ccc(-c2ccccc2)cc1)N1CCN(S(=O)(=O)Cc2ccccc2)CC1
 : -22 | -4 | -1 | -6 | -18 | -2 | -1 | 2 | 0
- O=c1oc2ccccc2c2c1nc(C(F)(F)F)n2-c1ccccc1
 : 1 | 3 | 7 | 0 | -13 | -2 | 1 | 2 | -2
- CC(C)C(=O)NN1c2ccccc2CCc2ccccc21
 : 19 | -6 | 4 | -34 | -24 | 5 | 2 | / | 3
- CN(Cc1cn(C)nc1-c1cccc(Cl)c1)C1CCOCC1
 : 2 | -7 | -5 | -22 | -20 | 9 | -6 | 2 | 0
- CCn1cc(C(=O)N2CCCc3ccccc32)c2cc(OC)c(OC)cc2c1=O
 : -12 | 4 | -7 | -8 | 11 | 3 | -4 | 5 | -2

Compound profiles, as listed above. Order of screens: NPY-Y1 PAM-ag	Runt-SMMHC FRET	RBBP9 inhibitor	MDM2 E3 inh	NPY-Y2 PAM-ag	Hck-Nef inh	p97 inhibitor	NPY-Y1 antag	Runt-CBFb FRET
Shown for CN(CCCN1CCOCC1)Cc1nc(-c2ccccc2)no1 : 20	3	-2	-6	0	19	7	3	0
Shown for N#CCC(=O)Nc1ncc(Cc2ccccc2Cl)s1 : 6	3	-5	-1	-1	-3	3	3	0

The listing picks up; the 4 compounds before the break are reprinted first.
Sequence of screens – NPY-Y1 PAM-ag | Runt-SMMHC FRET | RBBP9 inhibitor | MDM2 E3 inh | NPY-Y2 PAM-ag | Hck-Nef inh | p97 inhibitor | NPY-Y1 antag | Runt-CBFb FRET
- O=c1oc2ccccc2c2c1nc(C(F)(F)F)n2-c1ccccc1
 : 1 | 3 | 7 | 0 | -13 | -2 | 1 | 2 | -2
- CC(C)C(=O)NN1c2ccccc2CCc2ccccc21
 : 19 | -6 | 4 | -34 | -24 | 5 | 2 | / | 3
- CN(Cc1cn(C)nc1-c1cccc(Cl)c1)C1CCOCC1
 : 2 | -7 | -5 | -22 | -20 | 9 | -6 | 2 | 0
- CCn1cc(C(=O)N2CCCc3ccccc32)c2cc(OC)c(OC)cc2c1=O
 : -12 | 4 | -7 | -8 | 11 | 3 | -4 | 5 | -2
- C[n+]1ccccc1C1CCCC/C1=N\NC(N)=S (stereo unspecified)
 : -23 | 4 | -7 | -8 | -6 | -10 | 1 | -1 | 1
- O=C(O)CC/C(=N\Nc1ccc([N+](=O)[O-])cc1S(=O)(=O)N1CCOCC1)c1cccs1
 : 10 | -116 | -5 | -17 | 6 | -19 | 5 | / | -61
- CCc1c(C)nc2ncnn2c1N1CCCC(C(=O)Nc2ccc(NC(C)=O)cc2)C1 (stereo unspecified)
 : -10 | 3 | -14 | 6 | -1 | 1 | -2 | 3 | 0
- CC(=O)c1cnc(N(C)C)s1
 : -3 | -9 | -1 | / | 3 | 16 | 3 | 2 | -1
- Oc1c(C(Nc2ccccn2)c2cccnc2)cc(Cl)c2cccnc12 (stereo unspecified)
 : -11 | -26 | 1 | 4 | 12 | -1 | 8 | -2 | -12
- Cc1cc(OCC(O)CN(CCO)CCO)ccc1Cl (stereo unspecified)
 : -13 | -7 | -1 | -12 | 18 | 2 | 4 | 5 | 0
- Cc1ccc(-n2ncc3c(=O)n(CC(=O)NC4CCCCC4)cnc32)cc1C
 : -1 | -4 | 11 | -2 | 5 | 0 | 5 | 0 | -3
- CC(C)=C1SC(N2CCN(c3ccc(C)cc3)CC2)=NC1=O
 : -27 | 2 | 3 | 5 | -21 | -7 | -4 | 1 | 1
- CCOC(=O)c1sc(=S)n(-c2ccc3c(c2)OCO3)c1N
 : 0 | 5 | -6 | -11 | -9 | -1 | 0 | -6 | 20
- CC(C)C(NC(=O)C12CC3CC(CC(C3)C1)C2)C(=O)N/N=C/C1=C(N2CCOCC2)C(=C\c2cccc([N+](=O)[O-])c2)/CC1 (stereo unspecified)
 : 3 | -3 | -4 | -7 | 5 | -5 | 0 | 2 | 0
- COc1ccc(C(=O)CSc2nc(-c3ccccn3)nc(C)c2Cl)cc1
 : -12 | 0 | 0 | -13 | -17 | 12 | 0 | / | -4
- CCCCN(CCCC)S(=O)(=O)c1c(C)[nH]c(=O)[nH]c1=O
 : -3 | 0 | -11 | -11 | 6 | 14 | 1 | 0 | 0
- CC(C)CCNC(=O)c1cc(S(=O)(=O)N2CCCCC2)ccc1N1CCOCC1
 : 4 | 3 | -9 | / | -6 | 21 | 1 | / | -1
- Cc1cccc(C(=O)NCCc2nnc(SCC(=O)Nc3nc(C)cs3)n2C)c1
 : 8 | 3 | -7 | -11 | -2 | 1 | 6 | -5 | 2
- CCc1ccc(C(=O)NNc2ccccc2F)cc1
 : 24 | -1 | 2 | 1 | 17 | 5 | 12 | / | 0
- COc1ccc(CCN2C(=O)CCC2(C)C(=O)NC2CCCC2)cc1OC (stereo unspecified)
 : -5 | 1 | 3 | -2 | 5 | 17 | 4 | 0 | 0
- O=C(CN1CCN(S(=O)(=O)c2ccc(Cl)cc2)CC1)NC(=O)NC1CCCCC1
 : 19 | -6 | 0 | -4 | 4 | 2 | 3 | -4 | -1
- COC(=O)c1ccc(NC(=S)NC2CC3CCC2C3)cc1 (stereo unspecified)
 : 16 | -8 | -7 | -5 | 9 | -3 | -6 | -2 | -8
- COc1ccc(CCNC(=O)C2CC(c3cccc(F)c3)=NO2)cc1 (stereo unspecified)
 : / | 4 | / | -3 | / | 28 | / | / | 0
- Cc1ccc(-c2nnn(CC(=O)N3CCCCC3)n2)o1
 : 21 | 0 | -5 | -4 | 3 | -1 | 4 | -1 | 2
- Cc1cc(C(=O)OCC(=O)Nc2cc(S(=O)(=O)N(C)C)ccc2C)c2ccccc2n1
 : -8 | -4 | -10 | -13 | -6 | 12 | -8 | 0 | -2
- Cc1ccc(-c2nn(-c3ccccc3)cc2/C=N/n2c(-c3ccncc3)n[nH]c2=S)cc1
 : 14 | 11 | -10 | -13 | 2 | 22 | 2 | / | 8
- COc1ccc(NC(C)=O)cc1NC(=O)c1ccc(Cl)cc1
 : -11 | 4 | -11 | -1 | 13 | 28 | 5 | 0 | -1
- CCOC(=O)c1ccc(NC(=O)c2c(C)[nH]c(C(=O)OCC)c2C)cc1
 : -15 | -2 | -11 | -4 | -15 | -2 | 5 | 6 | -4

High-throughput results: PubChem, several laboratories
